KCC2 mod: KCC2 cotransporter modulators, thallium flux, primary screen, cell-based, HEK293 KCC2, FluoZin-2 fluorescence, MLSMR | Solute carrier family 12 member 5 (Homo sapiens), Q9H2X9 | KCC2 cells, thallium flux FluoZin-2 fluorescence | B-score of Tl+ flux slope (higher = more flux/activation; lower = inhibition) at 10 µM | 190,000 tested, 2.2% active;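 active = thallium flux slope and its plate-corrected score both differing from the plate sample mean at a set confidence after two filtering rounds, in either direction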;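 also: slope of fluorescence scaled to starting intensity during 10 to 20 s after thallium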
m-calpain inh: inhibitors of pig calpain II, primary screen, biochemical, fluorogenic peptide substrate, 1536-well | 220,000 tested, 0.37% active | AID 1236, 2008 | purified calpain II, 30 min | inhibition, % at 16 µM;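 active = inhibition above about 50%, limit read from the data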
Furin inhibitor: human furin inhibitors, primary screen, biochemical, fluorescence intensity; P09958; purified furin, fluorogenic substrate cleavage; inhibition, % at 30 µM; 220,000 tested, 0.061% active; in the data active = inhibition above about 25%; also: inactives centre near -15
FXIIa inh: human FXIIa protease inhibitors, primary screen, biochemical, 1536-well | Coagulation factor XII (Homo sapiens), P00748 | purified FXIIa, Boc-QGR-AMC fluorogenic substrate, 2 h | inhibition, % at 5 µM | 220,000 tested, 0.3% active; in the data active = inhibition above about 40%;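 also: 0% = enzyme with no compound and 100% = blank without enzyme; many of its hits are not listed in these tables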
PERK inhibitor: block of dimerizer-induced PERK translation repression, primary screen, PERK inhibitor project, CHO PERK-DD cells, SEAP luminescence, HTS; CHO PERK-DD fusion, SEAP luminescence translation reporter; inhibition, % at 5.6 µM; 220,000 tested, 0.17% active; AID 1416, 2008;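 active = inhibition above the mean inhibition of all tested compounds plus 3 SD, set separately per screening campaign, cut at about 2.9% in these data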;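 also: PERK kinase domain activated by AP20187 dimerizer at 100 nM; 0% = DMSO with dimerizer and 100% = rapamycin at 8.4 µM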
Rad51 HR inh: human RAD51 strand exchange inhibitors, primary screen, biochemical, fluorescence; hRad51 DNA strand exchange, fluorescence dequenching; 200,000 tested, 0.085% active; inhibition, % at 10 µM; DNA repair protein RAD51 homolog 1 (Homo sapiens), Q06609; AID 1385, 2008;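 active = inhibition above 40% at the single screening dose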;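 also: 0% = DMSO control wells and 100% = blanks with heterologous ssDNA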
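Read-out basis: percent inhibition relative to plate controls and blanks / Assay system: human Rad51 nucleoprotein filaments preassembled on unlabelled ssDNA / Timing: filaments 15 min 37 °C, then compound 30 min / Control set: per-plate controls and blanks / Technique: fluorescence dequenching at 485/520 nm / Compound: 10 µM final, single point / Also added: Fluorescein- and BHQ1-tagged 47-mer duplex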
Thrombin inh: human alpha-thrombin inhibitors, primary screen, counter-screen for coagulation protease inhibitor project, biochemical, 1536-well, fluorogenic AMC substrate | Prothrombin (Homo sapiens), P00734 | Boc-VPR-AMC fluorogenic substrate cleavage | inhibition, % at 5 µM | 220,000 tested, 0.26% active | AID 1046, 2008;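 active = inhibition at or above 40%; inactive = inhibition below 40%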;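 also: 0% = enzyme with no compound and 100% = wells without enzyme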
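Test system: human alpha-thrombin protein / Dosing: one concentration per compound, 5 µM, with 0.2% DMSO / Medium: pH 7.5 Tris-saline with Tween 20 / Benchmarks: no-compound enzyme wells and no-enzyme blanks / Read-out basis: percent inhibition of thrombin substrate cleavage / Timing: reaction at room temperature / Measured by: fluorescence, ex 355 nm, em 460 nm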
FXIa inh 1536: human FXIa protease inhibitors, primary screen, biochemical, 1536-well. inhibition, % at 5 µM. 220,000 tested, 0.14% active. AID 798, 2007. purified FXIa, Boc-Glu-Ala-Arg-AMC fluorogenic substrate. Coagulation factor XI (Homo sapiens), P03951;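 active = inhibition of at least 40%; inactive = inhibition below 40%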;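 also: fluorescence of freed AMC excited at 355 nm; 0% = enzyme without compound and 100% = no enzyme blank; many of its hits are not listed in these tables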
Target sequence (P03951 19-387 limits assumed): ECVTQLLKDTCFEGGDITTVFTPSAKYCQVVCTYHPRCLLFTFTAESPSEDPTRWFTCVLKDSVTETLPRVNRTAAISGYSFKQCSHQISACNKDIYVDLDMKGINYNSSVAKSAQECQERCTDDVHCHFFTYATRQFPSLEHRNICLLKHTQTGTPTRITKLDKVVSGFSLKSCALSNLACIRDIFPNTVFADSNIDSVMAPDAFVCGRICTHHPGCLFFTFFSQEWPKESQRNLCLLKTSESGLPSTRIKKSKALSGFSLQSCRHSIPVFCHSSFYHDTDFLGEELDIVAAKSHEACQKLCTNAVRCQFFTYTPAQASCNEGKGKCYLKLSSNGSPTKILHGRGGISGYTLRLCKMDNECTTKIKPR
Target sequence (P03951 388-625 limits assumed): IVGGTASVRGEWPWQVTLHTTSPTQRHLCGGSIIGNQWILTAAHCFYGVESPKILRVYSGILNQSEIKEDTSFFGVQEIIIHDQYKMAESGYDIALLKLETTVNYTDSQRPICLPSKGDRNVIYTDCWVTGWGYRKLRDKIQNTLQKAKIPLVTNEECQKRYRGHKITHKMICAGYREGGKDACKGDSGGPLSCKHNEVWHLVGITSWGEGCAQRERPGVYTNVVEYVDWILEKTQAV
hK5 inh: human KLK5 protease inhibitors, primary screen, biochemical, 1536-well; Kallikrein-5 (Homo sapiens), Q9Y337; AID 873, 2007; 210,000 tested, 0.59% active; recombinant hK5, fluorogenic AMC substrate cleavage; inhibition, % at 5 µM;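 active = inhibition of 40% or more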;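 also: 0% = enzyme controls without compound and 100% = no-enzyme blanks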
Target sequence (Q9Y337 67-293 limits assumed): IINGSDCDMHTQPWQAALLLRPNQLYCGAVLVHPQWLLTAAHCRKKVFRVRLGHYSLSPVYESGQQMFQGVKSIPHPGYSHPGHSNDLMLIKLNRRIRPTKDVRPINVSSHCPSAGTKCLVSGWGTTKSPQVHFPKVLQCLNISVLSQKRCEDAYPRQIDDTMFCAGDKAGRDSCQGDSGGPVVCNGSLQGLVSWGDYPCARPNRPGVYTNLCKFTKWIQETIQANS
Numbers without * were called inactive; i = inactive; x = no result given; [ ] = dose if it differs, or a comment.

Molecule | FXIa inh 1536 | Rad51 HR inh | Thrombin inh | m-calpain inh | FXIIa inh | PERK inhibitor | hK5 inh | Furin inhibitor | KCC2 mod
COc1ccc2c3c(c(=O)oc2c1OCC(=O)O)CCCC3 | 5 | -1 | -3 | -186 | 11 | 0.3 | -22 | 3 | i
Cc1cc(C(F)(F)F)n(-c2nc(C(=O)NNS(=O)(=O)c3ccccc3)cs2)n1 | -10 | 1 | -5 | 17 | -14 | 0.7 | 3 | 6[20 µM] | x
O=C(Cn1cnc2ccccc2c1=O)Nc1ccccc1N1CCOCC1 | -4 | -7 | -7 | 34 | 0 | 0.4 | -8 | -5 | 1.5
Cc1ccc(C(=O)N/C(=C\c2cccs2)C(=O)NCc2ccncc2)cc1 | 4 | -6 | 5 | 12 | -5 | 0.8 | 5 | -20[20 µM] | 0.4
CCOCCCNc1ccc(N2C(=O)C3CCCCC3C2=O)cc1[N+](=O)[O-] (stereo unspecified) | 7 | 10 | -8 | 59* | 13 | 1.2 | 2 | -22 | -0.021
COC(=O)Nc1nc(C)c(C(=O)N(C)C)s1 | 9 | 2 | 2 | 0 | 25 | 1.5 | -3 | -22 | x
O=C(Cc1ccccc1)NNC1CC(=O)N(c2ccccc2)C1=O (stereo unspecified) | 0 | 2 | -8 | 14 | 8 | 0.5 | -11 | -9 | -0.074
Cc1nnc(N2C(=O)c3oc4ccccc4c(=O)c3C2c2ccco2)s1 (stereo unspecified) | -3 | 7 | -4 | -58 | 11 | 2.5 | -19 | -28 | 0.42
Cc1ccc(C(=O)Nc2sc(C(=O)N(C)C)c(C)c2C#N)cc1 | 7 | -13 | -7 | 12 | 9 | -0.8 | -9 | -3 | 0.48
O=S(=O)(Nc1cc(Sc2cccc3cccnc23)c(O)c2ccccc12)c1ccc(F)cc1 | 4 | -4 | -6 | -10 | 0 | 0.3 | -38 | -2 | 48*
COc1ccc(/C=N/NC(=O)c2ccc(Br)o2)cc1Cn1cc([N+](=O)[O-])cn1 | 0 | x | -5 | -26 | 8 | -0.1 | -15 | -22 | -1.4
CCOc1ccc(N2C(=O)CC(Sc3ncccn3)C2=O)cc1 (stereo unspecified) | -16 | 5 | -3 | -17 | 5 | 0.2 | -24 | -23[20 µM] | 0.0091
CCC(C)(C)c1ccc(OCCCC[n+]2cccc(C)c2)c(C(C)(C)CC)c1 | 0 | 16 | 4 | 3 | 10 | 0.6 | 2 | -16 | 0.84
O=C(NCCC1CC1(Cl)Cl)Nc1ccccc1 (stereo unspecified) | 13 | 13 | 1 | -16 | 6 | 1.4 | 1 | -36 | -0.19
CCNS(=O)(=O)c1ccc(NC(=S)NCc2ccco2)cc1 | 7 | -7 | 0 | -10 | 15 | 1.1 | -17 | -5 | -1.2
CCS(=O)(=O)N1CCC(C(=O)NCc2ccc(OC)cc2)CC1 | 0 | -1 | -4 | 3 | 3 | 0.5 | -2 | -22 | 0.42
Cc1nc(C)c(C(=O)C2=C(O)C(=O)N(CCN3CCOCC3)C2c2cccs2)s1 (stereo unspecified) | -6 | 1 | -1 | 11 | 0 | -0.1 | 3 | -21[20 µM] | 0.00075
CCOc1ccc(CN(C)CCc2ccccn2)cc1 | 0 | 24 | -9 | -26 | 6 | 1.3 | -4 | -18 | 0.13
Cc1cc(N2CCOCC2)nc2ccc(NC(=S)N3CCCCC3C)cc12 (stereo unspecified) | -4 | -4 | -13 | -116 | 2 | 0.0 | -8 | -17 | 0.78
O=C(CC1S/C(=N/N=C/c2ccco2)NC1=O)Nc1cccc(Cl)c1Cl (stereo unspecified) | -4 | -10 | -4 | -3 | 6 | 1.5 | -5 | -21 | 0.53

Molecule | FXIa inh 1536 | Rad51 HR inh | Thrombin inh | m-calpain inh | FXIIa inh | PERK inhibitor | hK5 inh | Furin inhibitor | KCC2 mod
CCCOc1ccccc1C(=O)N(Cc1cccs1)C1CCS(=O)(=O)C1 (stereo unspecified) | 6 | 1 | 4 | -31 | 14 | -0.9 | -8 | -16 | x
CCC1CCCCN1c1nc2c(C=O)c(C)nn2c2ccccc12 (stereo unspecified) | 3 | x | -6 | 11 | 5 | -0.9 | -33 | -9 | -1.5
Cc1ccc(NC(=O)CCn2cnc3ccccc3c2=O)cc1Cl | 4 | -6 | 0 | -4 | 8 | 0.5 | -28 | -9 | -0.42
Cc1ccc(C)c(OCC(=O)N/N=C\c2cccn2C)c1 | 2 | 6 | -1 | 13 | 12 | 0.1 | 2 | -17 | x
Cc1noc(C)c1COc1ccc(C(=O)OCC(=O)NC23CC4CC(CC(C4)C2)C3)cc1 | 6 | -10 | 1 | 17 | 14 | -0.2 | 5 | -14[20 µM] | x
O=C1CC(c2ccco2)CC(O)=C1C=Nc1ccccc1-c1ccccc1 (stereo unspecified) | -2 | 26 | 5 | 24 | 6 | -0.6 | -16 | -9 | 0.28
COc1ccccc1Nc1n[nH]c(=S)s1 | 0 | -6 | -2 | -4 | 6 | 0.1 | 0 | -18 | -1.8
COc1ccccc1N1C(N)=NC(N)=NC1(C)C | -17 | -6 | 1 | 12 | 12 | 0.9 | 1 | -12 | x
CC(C)(C)C(=O)NC(=S)Nc1ccc(C(F)(F)F)cc1 | 2 | 19 | -3 | 8 | 2 | 1.1 | 3 | -17 | 1.7
Cn1c(=O)c2c(n(C)c1=O)=NC1(CCCCC1)N=2 | 6 | -6 | -1 | 3 | 14 | 0.8 | -9 | -29[20 µM] | 1.1
COc1ccc(CCNS(=O)(=O)c2cn(C)c(=O)n(C)c2=O)cc1 | -3 | 0 | -8 | -17 | 7 | 0.8 | -44 | -32 | 0.97
CCC(=O)Nc1ccc(NC(=O)CSc2nnnn2-c2cccnc2)cc1C | 6 | 2 | 1 | 8 | 17 | 1.0 | 1 | -21[20 µM] | 0.6
CSC1=C(C#N)C(c2ccc(Cl)cc2)C2=C(CC(C)(C)CC2=O)N1 (stereo unspecified) | 8 | 11 | 1 | -20 | 14 | x | -11 | x | x
Cn1cccc1Cc1nnc(SCC(N)=O)n1CCc1ccccc1 | 2 | -7 | 4 | 9 | 6 | 0.5 | -2 | -14 | 0.39
C=CCN1CCN(Cc2cnc(Cl)s2)CC1 | -7 | -8 | -7 | -14 | 0 | 0.0 | -1 | -14[20 µM] | 0.87
COCCNc1nc(C)c(C(C)=O)s1 | -2 | -45 | -14 | -35 | 3 | 0.6 | 4 | -26 | -1.6
ON=C1CCN(c2ncc(C(F)(F)F)cc2Cl)CC1 | 6 | -34 | 4 | -16 | -1 | 1.1 | 3 | -6 | 0.76
O=S(=O)(c1cccc(-c2nnc3n2CCCCC3)c1)N1CCCC1 | 2 | -6 | x | 5 | 3 | 0.5 | -7 | -11 | 0.88
COc1ccccc1C(=O)Nc1ccc(Cc2ccncc2)cc1 | 10 | 22 | 2 | 3 | 15 | 0.0 | -2 | -22 | -1.3
CCOc1ccccc1C(=O)Nc1cnn(Cc2ccc(F)cc2)c1 | 9 | 5 | -10 | 0 | 13 | -1.0 | -20 | -10 | -2.6

Reformatted: three of the compounds above
COc1ccc(CCNS(=O)(=O)c2cn(C)c(=O)n(C)c2=O)cc1
  FXIa inh 1536: -3
  Rad51 HR inh: 0
  Thrombin inh: -8
  m-calpain inh: -17
  FXIIa inh: 7
  PERK inhibitor: 0.8
  hK5 inh: -44
  Furin inhibitor: -32
  KCC2 mod: 0.97

CCC(=O)Nc1ccc(NC(=O)CSc2nnnn2-c2cccnc2)cc1C
  FXIa inh 1536: 6
  Rad51 HR inh: 2
  Thrombin inh: 1
  m-calpain inh: 8
  FXIIa inh: 17
  PERK inhibitor: 1.0
  hK5 inh: 1
  Furin inhibitor: -21[20 µM]
  KCC2 mod: 0.6

CSC1=C(C#N)C(c2ccc(Cl)cc2)C2=C(CC(C)(C)CC2=O)N1 (stereo unspecified)
  FXIa inh 1536: 8
  Rad51 HR inh: 11
  Thrombin inh: 1
  m-calpain inh: -20
  FXIIa inh: 14
  PERK inhibitor: x
  hK5 inh: -11
  Furin inhibitor: x
  KCC2 mod: x

(cont.)
Molecule | FXIa inh 1536 | Rad51 HR inh | Thrombin inh | m-calpain inh | FXIIa inh | PERK inhibitor | hK5 inh | Furin inhibitor | KCC2 mod
O=C(NCCN1C(=O)S/C(=C\c2ccccc2F)C1=O)C1CCN(S(=O)(=O)c2cccs2)CC1 | 1 | 9 | -12 | 4 | 4 | 1.1 | -22 | -6 | -0.65
COc1ccc(NC(=S)NC(NC(=O)/C=C/c2ccccc2)C(Cl)(Cl)Cl)cc1 (stereo unspecified) | 4 | -9 | 1 | 7 | 13 | 0.4 | -14 | -5 | x
O=C(NCC1CCCO1)c1cc2n(n1)C(C(F)(F)F)CC(c1ccc(F)cc1)N2 (stereo unspecified) | 1 | -1 | 2 | 13 | 9 | -0.4 | 9 | -13 | 0.37
O=C(CCNC(=O)c1ccco1)Nc1ccc(N2CCOCC2)cc1 | -1 | 6 | -8 | -34 | 7 | 0.7 | 1 | -15 | 0.25
CN1N=C(C(=O)N2CCCC(C(=O)c3cccc(C(F)(F)F)c3)C2)CCC1=O (stereo unspecified) | 0 | x | -2 | -5 | 9 | 0.9 | x | -31 | 1.3
COc1ccccc1N1CCN(C(=O)C2CCN(S(=O)(=O)c3ccc(C)cc3)CC2)CC1 | 3 | 12 | 4 | 14 | 13 | 0.3 | 2 | -21 | -0.91
COc1ccc(C(=O)Nc2cccc(-c3ccc4nncn4n3)c2)cc1OC | 5 | 1 | 2 | -22 | 7 | 0.8 | -1 | -23 | -0.84
COc1ccc(NC(=O)COC(=O)[C@@H]2CCCN2C(=O)c2cccs2)cc1 | -2 | -6 | 2 | 10 | 12 | 1.5 | -1 | -20[20 µM] | -0.12
O=C1COc2ccc(C(=O)COC(=O)Cc3ccccc3F)cc2N1 | -6 | 22 | 2 | -16 | 0 | 2.4 | -13 | -23 | 0.37
O=C(O)C1CN(c2nc(Cl)ccc2[N+](=O)[O-])C1 | -3 | 17 | 1 | -20 | 3 | 1.6 | -9 | -20 | 0.27
O=C(Cc1ccccc1)Nc1c[nH]c(=O)[nH]c1=O | 7 | -2 | -2 | -18 | 9 | 0.2 | -3 | -7 | -0.15
Nc1nc(Nc2ccccc2)nc2ccccc12 | 8 | 0 | 2 | 4 | 19 | -1.5 | -12 | -17 | -0.08
COc1ccc(C(=O)NCc2nnc(SCC(=O)Nc3cccc(F)c3)o2)cc1 | -4 | -1 | -7 | 6 | x | 1.6 | -4 | -26 | -0.066
CC(Oc1ccccc1)C(=O)NC1=NCCS1 (stereo unspecified) | 2 | x | -2 | -24 | 11 | 1.4 | x | -19 | -0.92
C/C(=N\NC(=O)C(=O)Nc1cccc(Cl)c1C)c1ccncc1 | 3 | 7 | -8 | 16 | 6 | 0.5 | -18 | -5 | 0.027
CC(=C\c1ccccc1)/C=C1/SC(=S)N(C(C(=O)O)C(C)C)C1=O (stereo unspecified) | 3 | x | -7 | 3 | 10 | -0.5 | 15 | -12 | x

High-throughput results from PubChem BioAssay.

Some of the compounds tested; count on the stated rates, not on these rows.
